# Screens as filed in PubChem BioAssay.
# Fam108B counter = blocks mouse Fam108B hydrolase in RBBP9 counter-screen | inhibition, % at 9.51 µM | recombinant Fam108B, FP-Rh probe fluorescence polarization | 0.33% of 300,000 active;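 active = inhibition above the screen mean inhibition plus 3 SD, computed separately per campaign, cut at about 18% in these data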;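 note: inhibitors lower polarization as less probe binds the enzyme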
# MCL1-BIM inh = inhibitors of human MCL1 binding to BIM-BH3 peptide; Q07820; GST-MCL1 / FITC-Bim-BH3 fluorescence polarization; inhibition, % at 10.9 µM; 0.68% of 320,000 active;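 active = inhibition above the mean inhibition of all tested compounds plus 3 SD, set per campaign, cut at about 40% in these data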;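 note: 0% = DMSO wells and 100% = unlabeled Bim-BH3 peptide control; higher means more loss of mP so more displacement of Bim peptide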
# Target sequence (Q07820 whole entry, looked up): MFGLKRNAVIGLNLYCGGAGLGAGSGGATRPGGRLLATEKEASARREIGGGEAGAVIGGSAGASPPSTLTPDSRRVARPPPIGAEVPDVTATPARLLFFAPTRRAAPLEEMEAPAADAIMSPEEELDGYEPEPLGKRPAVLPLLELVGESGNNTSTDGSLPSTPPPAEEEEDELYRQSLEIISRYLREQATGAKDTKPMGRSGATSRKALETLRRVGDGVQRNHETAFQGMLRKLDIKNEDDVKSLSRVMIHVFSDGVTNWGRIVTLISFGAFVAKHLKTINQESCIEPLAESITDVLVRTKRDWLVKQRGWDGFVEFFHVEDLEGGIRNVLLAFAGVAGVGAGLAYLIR
# GLD-1 RNA inh = GLD-1-TGE RNA interaction inhibition (C. elegans) | Q17339 | purified GLD-1 + fluorescein TGE RNA, fluorescence polarization | inhibition, % at 5.96 µM | 0.44% of 320,000 active | AID 2280;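 active = percent inhibition above a per-plate cutoff, the plate mean of test compounds plus 3 SD, cut at about 30% in these data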;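 note: 0% = DMSO wells with GLD-1 and probe and 100% = wells lacking GLD-1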
# MEX-5 binding = C. elegans MEX-5 TCR-2 RNA binding activity; Q9XUB2; MEX-5/FITC-TCR2 RNA binding, fluorescence polarization; stronger effect = lower value; activity score (negative = inhibition of binding), % at 10 µM; 0.38% of 300,000 active;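 active = inhibition past about -25% in most replicates, and total fluorescence under double the plate's negative control median, limit read from the data; inconclusive = replicates evenly split on the limit, or fluorescence at least double controls; inactive = too little inhibition in most replicates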;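 note: 0% = DMSO and -100% = 5 µM competing unlabeled TCR2 RNA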
# Target sequence (Q9XUB2 whole entry, looked up): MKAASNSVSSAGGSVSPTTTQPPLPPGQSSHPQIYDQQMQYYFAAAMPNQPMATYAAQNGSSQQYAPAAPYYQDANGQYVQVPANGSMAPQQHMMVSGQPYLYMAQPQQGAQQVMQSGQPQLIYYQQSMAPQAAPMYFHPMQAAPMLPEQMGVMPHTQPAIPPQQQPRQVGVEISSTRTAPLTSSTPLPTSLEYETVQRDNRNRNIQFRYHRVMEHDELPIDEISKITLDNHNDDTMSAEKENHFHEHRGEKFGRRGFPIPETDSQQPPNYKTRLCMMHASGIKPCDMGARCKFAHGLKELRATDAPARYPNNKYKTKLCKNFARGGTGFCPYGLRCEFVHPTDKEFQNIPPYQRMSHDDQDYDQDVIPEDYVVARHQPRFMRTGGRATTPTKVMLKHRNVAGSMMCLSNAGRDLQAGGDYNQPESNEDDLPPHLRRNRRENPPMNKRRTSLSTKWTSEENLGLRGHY
# Yeast superoxide = yeast age-related superoxide inhibition as caloric restriction mimetic; 0.18% of 330,000 active; S. cerevisiae aged cells, superoxide DHE fluorescence; stronger effect = lower value; AID 2690; superoxide response (% of plate mean), % at 10 µM;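 active = superoxide response under a set limit, about three screen SD below normal, cut at about 65% in these data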;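 note: yeast aged for seven days with compound at 30 °C before DHE staining; 100% = average MFI of all compound-treated wells on the plate with controls excluded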
# ZTA DNA inh = blocks Epstein-Barr virus ZTA, an EBNA-1 counter-screen | ZTA-DNA binding, fluorescence polarization | inhibition, % at 11 µM | 0.15% of 320,000 active | AID 2234; in the data active = inhibition above about 33%
# BCLXL inh = blocks human Bcl-xL binding to Bim BH3 peptide. AID 2129. GST-Bcl-xL / FITC-Bim BH3 peptide fluorescence polarization. 0.7% of 320,000 active. inhibition, % at 10.9 µM;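 active = inhibition above the mean of all tested compounds plus 3 SD, cutoff set per campaign, cut at about 30% in these data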;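 note: 0% = DMSO wells and 100% = unlabeled Bim-BH3 peptide competitor; inhibitors lower millipolarization by displacing the labeled peptide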
# EBNA-1 inhibitor = blocks EBNA-1 binding to DNA; EBNA-1 DNA binding, fluorescence polarization; inhibition, % at 14.8 µM; 0.34% of 300,000 active; AID 1950; in the data active = inhibition above about 28%
# Efflux pump mplx = inhibitors of Candida antifungal efflux pumps expressed in yeast; inhibition, % at 10 µM; 0.44% of 330,000 active; AID 485275; S. cerevisiae Candida pump triplex, Nile Red efflux;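 active = plate passing quality check with inhibition over a set limit, or well fluorescence over plate mean plus 4 SD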;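 note: Nile Red retained in pooled yeast measured as flow cytometry median fluorescence; 0% = buffer negative control and 100% = Enniatin B positive control; higher means more Nile Red kept so more efflux inhibition; some compounds called inactive have numbers as strong as hits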
# Starred values were filed as active, the others as inactive; ? = inconclusive; · = no result given.
# Preview:
SMILES,Fam108B counter,MCL1-BIM inh,GLD-1 RNA inh,MEX-5 binding,Yeast superoxide,ZTA DNA inh,BCLXL inh,EBNA-1 inhibitor,Efflux pump mplx
COc1ccc(N=c2ssnc2Cl)cc1,10,7,-5,-7.0,91,4,-1,1,-0.1
COc1ccc(-n2ccnc2SCC(=O)Nc2ccccc2)cc1,6,10,-1,-1.2,87,-8,7,12,-0.1
Cc1c(CNC(=O)C2CCC(=O)N(CCc3ccccc3)C2)cnn1C (stereo not given),-1,5,1,1.6,98,-2,-1,-2,0.9
Cc1ccc2cc(CN(CC3CCCO3)S(=O)(=O)c3cccc4nsnc34)c(=O)[nH]c2c1 (stereo not given),-1,4,-4,0.2,84,-1,3,-7,-0.1
O=[N+]([O-])c1cc([N+](=O)[O-])c2cc(-c3cccnc3)[nH]c2c1,-3,27,9,-3.0,114,-6,36*,-4,0.1
COC(=O)c1cc(O)c(OCc2ccccc2)c(O)c1,0,4,4,0.9,109,24,6,8,0.1
C[C@H]1CCC[C@@]2(O[C@H](CCO)C[C@H](O)[C@H]2O)O1,3,7,-3,1.1,91,-15,5,6,0.0
COC(=O)C1=CN(Cc2ccc(OC)c(OC)c2)C=C(C(=O)OC)C1c1cccc(F)c1,-1,3,1,-2.5,102,-1,6,15,0.0
O=C(COC(=O)CN1C(=O)C2CC=CCC2C1=O)Nc1cc(C(F)(F)F)ccc1N1CCOCC1 (stereo not given),0,-6,-6,-0.1,93,1,-1,-6,0.0
O=C(c1ccc(F)cc1)N1CCN(C2=NS(=O)(=O)c3ccccc32)CC1,0,0,4,1.0,107,5,1,2,0.0
COc1ccc(CNS(=O)(=O)c2ccc3c(c2)CC(C)N3C(=O)C2CC2)cc1 (stereo not given),2,5,8,-0.3,105,14,4,-11,0.1

# Main list, previewed entries included:
SMILES,Fam108B counter,MCL1-BIM inh,GLD-1 RNA inh,MEX-5 binding,Yeast superoxide,ZTA DNA inh,BCLXL inh,EBNA-1 inhibitor,Efflux pump mplx
COc1ccc(N=c2ssnc2Cl)cc1,10,7,-5,-7.0,91,4,-1,1,-0.1
COc1ccc(-n2ccnc2SCC(=O)Nc2ccccc2)cc1,6,10,-1,-1.2,87,-8,7,12,-0.1
Cc1c(CNC(=O)C2CCC(=O)N(CCc3ccccc3)C2)cnn1C (stereo not given),-1,5,1,1.6,98,-2,-1,-2,0.9
Cc1ccc2cc(CN(CC3CCCO3)S(=O)(=O)c3cccc4nsnc34)c(=O)[nH]c2c1 (stereo not given),-1,4,-4,0.2,84,-1,3,-7,-0.1
O=[N+]([O-])c1cc([N+](=O)[O-])c2cc(-c3cccnc3)[nH]c2c1,-3,27,9,-3.0,114,-6,36*,-4,0.1
COC(=O)c1cc(O)c(OCc2ccccc2)c(O)c1,0,4,4,0.9,109,24,6,8,0.1
C[C@H]1CCC[C@@]2(O[C@H](CCO)C[C@H](O)[C@H]2O)O1,3,7,-3,1.1,91,-15,5,6,0.0
COC(=O)C1=CN(Cc2ccc(OC)c(OC)c2)C=C(C(=O)OC)C1c1cccc(F)c1,-1,3,1,-2.5,102,-1,6,15,0.0
O=C(COC(=O)CN1C(=O)C2CC=CCC2C1=O)Nc1cc(C(F)(F)F)ccc1N1CCOCC1 (stereo not given),0,-6,-6,-0.1,93,1,-1,-6,0.0
O=C(c1ccc(F)cc1)N1CCN(C2=NS(=O)(=O)c3ccccc32)CC1,0,0,4,1.0,107,5,1,2,0.0
COc1ccc(CNS(=O)(=O)c2ccc3c(c2)CC(C)N3C(=O)C2CC2)cc1 (stereo not given),2,5,8,-0.3,105,14,4,-11,0.1
CCSc1nnc(NC(=O)c2ccc(C)o2)s1,11,6,5,-1.0,89,-19,4,3,0.0
COc1ccc(Nc2c(-c3ccc(C)cc3)nc3cnccn23)cc1,1,6,-3,-2.2,96,-12,7,5,0.0
CS(=O)(=O)c1ccc2nc(NC(=O)Cc3ccccc3)sc2c1,1,2,7,0.2,97,0,4,2,0.1
Cc1ccc(C)c(NC(=S)N2CCC(N(C)CC3CCCO3)CC2)c1 (stereo not given),2,7,5,2.3,95,20,4,10,0.0
O=C1NCCN(Cc2c(F)cccc2Cl)C1CC(=O)N1CCCCO1 (stereo not given),0,7,5,-0.3,88,-1,1,8,0.1
O=C(CN1CCN(Cc2ccc3c(c2)OCO3)CC1)Nc1ccc(F)cc1,-1,-3,4,0.7,81,5,-3,-12,0.2
O=C1c2cccnc2C(=O)N1Cc1ccc(F)cc1S(=O)(=O)NCc1ccco1,0,-1,5,0.0,102,10,2,-1,-0.2
COc1cc(OC)nc(-n2ncc(OC)c(Br)c2=O)n1,4,1,0,2.2,111,-23,5,4,-0.7
CC1=NN(C(=O)c2ccc(Cn3nc(C)c([N+](=O)[O-])c3C)o2)C(O)(C(F)(F)F)C1 (stereo not given),-1,11,0,3.0,88,-20,7,9,0.0
COc1ccc(-n2nnnc2-c2ccccc2)cc1,4,4,-1,1.9,112,3,2,5,0.1
CCc1ccccc1NC(=S)N1CCN(c2ccccn2)CC1,0,12,-1,1.0,79,2,3,9,0.1
CCOc1ncccc1C(=O)N=c1sccn1C,-1,-5,-6,-2.6,90,6,-6,-1,0.1
CCN=c1scc(-c2cccs2)n1/N=C/c1cc(OC)ccc1O,12,7,-1,·,98,-1,3,-4,0.2
O=C1CCCCC1Oc1ccc2ccc(=O)oc2c1 (stereo not given),-2,-2,-4,0.9,101,3,-2,5,0.1
CC(=O)CCC(=O)N1CCCC(N2CCN(c3cccc(Cl)c3)CC2)C1 (stereo not given),2,21,4,1.1,81,-20,6,2,-0.1
Cc1ccc(OCCN2CCNCC2)c([N+](=O)[O-])c1,2,-8,-4,0.0,85,8,3,2,-0.2
CCCc1nnc(NC(=O)c2cccnc2)s1,0,6,-2,-1.1,82,-3,3,-2,-0.1
Nc1ccc(N2CCCCC2)c(S(=O)(=O)Nc2ccccc2Cl)c1,2,17,-2,0.1,109,-2,6,1,0.2
COc1ccc(-c2cn[nH]c2-c2ccc(OCc3ccccc3)cc2O)cc1OC,3,0,4,1.7,98,2,1,-9,0.0
S=c1[nH]nc(C2CCCCC2)n1/N=C/c1ccccc1Br,-4,-19,-7,0.6,98,-10,-5,0,0.0
CNC(=O)CSc1nnc(-c2cccs2)o1,4,-3,5,-1.3,101,-3,1,-3,-0.2
Cc1cc(-c2onc(C)c2C(=O)N/N=C/c2ccccc2)no1,-3,2,-2,0.4,107,9,4,2,0.1
COc1cccc(N2C(=O)C3ON(c4ccccc4)C(c4cccs4)C3C2=O)c1 (stereo not given),-1,1,4,-1.7,88,-4,5,6,-0.1
CC(=O)c1ccc(OCC(O)CN2CCN(S(=O)(=O)c3cccc(Br)c3)CC2)cc1 (stereo not given),1,-20,2,1.3,117,8,-4,3,0.1
CC(C)(C)c1ccc(CNc2ccc([N+](=O)[O-])cn2)cc1,2,-3,4,-1.0,92,-7,7,-2,0.2
Cc1ccc(/C=C2\CCCC3=C2NC(=S)NC3c2ccc(C)cc2)cc1 (stereo not given),8,13,-8,-2.0,92,10,9,8,-0.2
CC(C)N1CCc2c(sc(N)c2C#N)C1,-7,43*,-75,?,92,-13,47*,13,0.0
Cc1[nH]ccc(=O)c1OC1OC(CO)C(O)C(O)C1O (stereo not given),-2,-1,6,0.4,101,-2,-1,3,-0.2
O=C(NCc1cccnc1)Nc1cc(Cl)cc(Cl)c1,-11,2,4,0.0,99,8,-3,0,-0.5
COC(=O)c1ccccc1NC(=O)C1CCN(C(=O)c2cc(OC)cc(OC)c2)CC1,3,-11,-1,-1.8,102,4,1,10,0.1
CN(CC(=O)NCc1ccc(F)cc1)Cc1ccc(Br)cc1,-2,-2,6,-1.5,98,3,0,14,-0.3
Cc1c(NC(=O)CCCCCN2C(=O)c3ccccc3C2=O)c(=O)n(-c2ccccc2)n1C,-2,0,11,2.1,96,-7,1,-8,0.1
O=C(CSc1nnc2c(n1)[nH]c1ccccc12)Nc1ccc(N2CCOCC2)cc1,-5,10,9,0.0,101,7,13,2,-0.1
CC(C(=O)NCc1ccco1)n1nc(-c2ccccc2)c2cc(Cl)ccc21 (stereo not given),-4,-4,-3,1.9,93,-14,0,6,0.0
CCNC(=S)NNC(=O)c1cccc(Br)c1,2,11,-2,-1.4,97,-12,9,8,0.0
CC(C)c1cc(C(=O)Nc2cccnc2)no1,2,0,7,1.4,90,-3,2,1,-0.1
CC(=O)c1ccccc1NC(=O)COc1ccc(N(C)S(=O)(=O)c2ccc(C)c(C)c2)cc1,·,2,2,·,93,-7,4,·,0.2
OCCCNc1nc(-c2ccc(Cl)cc2)nc2ccccc12,-6,1,-1,0.4,102,4,-1,-21,0.3
COc1ccc(S(=O)(=O)N(C)C2CCN(C)CC2)cc1,-2,-2,-1,-2.2,71,13,2,10,0.0
CN(Cc1cccs1)C(=O)COC(=O)CNC(N)=O,-5,4,-1,0.7,107,7,5,2,0.1
COc1ccc2c(c1)CC(C1(O)C(=O)N(C)c3ccccc31)C2=O (stereo not given),3,2,10,-2.1,108,18,8,5,-0.1
CCOC(=O)c1[nH]c2ccc(Cl)cc2c1NC(=O)/C=C/c1ccc2c(c1)OCO2,-1,-1,0,-1.1,92,-17,0,-2,0.0
C/C=C1\COC(C(=O)NCc2ccccc2)(C(F)(F)F)C=C1C=C(C)C (stereo not given),-9,-7,-6,1.6,105,3,-5,9,0.0
N#Cc1ccccc1NC(=O)CN1C(=O)NC2(CCCC2)C1=O,-3,-4,4,-0.5,95,7,0,-2,-0.1
Cc1nn(-c2ccccc2)c(Cl)c1/C=N/NC(N)=O,-1,8,0,-0.9,112,-2,2,-2,0.4
CCN(CC)S(=O)(=O)c1ccc(N2CC(C(=O)NC3(C)CCS(=O)(=O)C3)CC2=O)cc1 (stereo not given),·,-2,3,·,90,-6,-3,·,-0.3
Cc1cc2cc3c(=O)[nH]c(=O)[nH]c3nc2cc1C,6,5,3,-1.9,94,-14,6,-5,0.0
Cc1ccc(C(=O)N[C@@H](C)CN2C3=NC[C@H](C(C)C)N3C[C@H]2Cc2ccc(O)cc2)cc1Br,0,2,3,-1.2,103,3,9,9,0.1
CCN(CC)c1ccc(/C=C/C(=O)C2C(=O)C=C(C)OC2=O)cc1 (stereo not given),-54,79*,-102,34,95,12,76*,10,7.6*
CCOc1ccc(C(C)=O)cc1N1C(=O)C2C(C1=O)C1C=CC2C12CC2 (stereo not given),2,11,11,-1.2,88,7,1,5,0.0
O=C1c2ccccc2C(=O)N1CCCCN(C(=O)c1cc([N+](=O)[O-])cc([N+](=O)[O-])c1)c1ccc(Cl)cc1,6,1,4,-0.6,105,5,-2,-5,0.0

# Compounds as they come, and some 2.3% of all compounds hit somewhere here.
